Source: PubChem (several laboratories)
ADAM10 inh: inhibits human ADAM10; inhibition, % at 7 µM; recombinant ADAM10, EDANS/DABCYL FRET peptide cleavage, 3 h; 0.62% of 370,000 active;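 active means inhibition above a per-campaign cutoff equal to the mean of compounds falling between control-based bounds plus 3 SD, cut at about 20% in these data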;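 further: 0% = DMSO wells while the 100% control is not disclosed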
PG9 Ab binder: binds the HIV-1 gp120 antibody PG9. inhibition, % at 6.7 µM. 0.43% of 360,000 active. TR-FRET gp120-PG9 antibody binding; in the data active means inhibition above about 8.5%
ADAM17 inh: inhibits human ADAM17 | P78536 | recombinant ADAM17, EDANS/DABCYL FRET peptide cleavage | inhibition, % at 6.95 µM | 0.83% of 370,000 active | AID 720648;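 active means inhibition above the mean of compounds lying between control limits plus 3 SD, set per campaign, cut at about 8.5% in these data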;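 further: 0% = DMSO-only wells as the low control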
Target sequence (P78536 215-824 limits assumed): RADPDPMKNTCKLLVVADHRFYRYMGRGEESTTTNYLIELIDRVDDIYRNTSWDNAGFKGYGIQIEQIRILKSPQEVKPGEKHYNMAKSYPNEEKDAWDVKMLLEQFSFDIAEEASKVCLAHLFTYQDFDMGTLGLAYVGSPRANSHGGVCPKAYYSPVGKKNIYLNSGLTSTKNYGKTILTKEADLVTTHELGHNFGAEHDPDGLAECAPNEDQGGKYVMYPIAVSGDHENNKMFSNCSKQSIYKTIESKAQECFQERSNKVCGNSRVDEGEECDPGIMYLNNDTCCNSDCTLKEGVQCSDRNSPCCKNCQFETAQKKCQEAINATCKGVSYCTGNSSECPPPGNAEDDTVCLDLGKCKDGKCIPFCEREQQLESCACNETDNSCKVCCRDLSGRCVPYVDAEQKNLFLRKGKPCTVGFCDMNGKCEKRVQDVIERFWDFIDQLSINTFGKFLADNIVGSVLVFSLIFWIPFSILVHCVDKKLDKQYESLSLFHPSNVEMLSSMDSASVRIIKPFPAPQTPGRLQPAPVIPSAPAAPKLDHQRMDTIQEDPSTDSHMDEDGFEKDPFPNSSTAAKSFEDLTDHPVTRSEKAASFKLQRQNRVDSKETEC
hgDAF12 agonist: hgDAF-12 agonism, primary luciferase screen; AID 687014; activation, % at 6.8 µM; 1.8% of 370,000 active; HEK293 GAL4-hgDAF12 UAS-luciferase reporter, agonist luminescence; normalized to butyrate control;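 active means activation above a cutoff set at the mean of all screened compounds plus 3 SD, cut at about 10% in these data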;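 further: 0% = DMSO wells and 100% = sodium butyrate wells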
DAX1 inh-1: NR0B1 (DAX1) inhibition | P51843 | HEK293 Gal4-DAX1 luciferase reporter, luminescence | inhibition, % at 6.75 µM | 0.99% of 340,000 active | AID 504766;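 active means inhibition above the mean over all tested compounds plus 3 SD, cut at about 4.2% in these data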;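 further: 0% = DAX1-transfected cells with DMSO and 100% = empty-vector control cells with DMSO; inhibition shows as a rise in luminescence from relieved DAX1 repression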
Target sequence (P51843 207-470 limits assumed): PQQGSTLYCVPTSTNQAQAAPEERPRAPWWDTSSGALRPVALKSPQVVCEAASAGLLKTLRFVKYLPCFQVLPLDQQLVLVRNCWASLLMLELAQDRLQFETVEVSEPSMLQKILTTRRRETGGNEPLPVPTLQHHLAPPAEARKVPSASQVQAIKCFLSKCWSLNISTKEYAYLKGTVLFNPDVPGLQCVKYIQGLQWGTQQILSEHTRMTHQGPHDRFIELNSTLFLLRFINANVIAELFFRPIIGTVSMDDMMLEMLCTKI
hcDAF-12 act: H. contortus DAF-12 activation, primary screen; 1.4% of 370,000 active; HEK293 hcDAF-12 lit1-tk-luc reporter, luminescence; 0% DMSO, 100% Δ7-dafachronic acid; activation, % at 6.8 µM; AID 652067;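 active means activation above the mean of all tested compounds plus 3 SD, cut at about 5.5% in these data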;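 further: 100% = response to 3 µM Δ7-dafachronic acid high control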
GAA850 FXN act: increases GAA850 frataxin promoter reporter activity. activation, % at 6 µM. 0.56% of 360,000 active. HEK293 lucGAA850 FXN promoter luciferase reporter, 24 h; percent of 10 µM SAHA response;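 active means activation above the average of all compounds screened plus 3 SD, cutoff fixed separately per campaign, cut at about 7.5% in these data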;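 further: 0% = DMSO wells and 100% = 10 µM SAHA wells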
NPR1 activator: GC-A (human) enzyme activation. P16066. HEK293 GC-A cells, cGMP TR-FRET, EC30 ANP; 0% at EC30 ANP, 100% saturating ANP. activation, % at 10 µM. 0.14% of 370,000 active; in the data active means activation above about 40%
DAX1 inh-2: blocks DAX1 repression of SF-1 activated StAR promoter | HEK293T StAR-luciferase reporter, SF-1/DAX-1 repression relief | inhibition, % at 6.8 µM | 1.1% of 370,000 active | AID 652010;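 active means inhibition above the mean over all tested compounds plus 3 SD, cut at about 3.6% in these data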;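 further: 0% = DAX-1 cells with DMSO and 100% = cells lacking DAX-1 with DMSO; higher inhibition means more luminescence from relief of DAX-1 repression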
SMARCA2 activ: activators of SMARCA2 function | AID 652017 | MG213 cells, MMTV-luciferase reporter, dexamethasone, overnight | 1% of 370,000 active | activation, % at 9.1 µM; in the data active means activation above about 7.8%;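 further: 0% = vehicle wells and 100% = reference activator wells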
ssDAF-12 act: activators of S. stercoralis DAF-12 nuclear receptor; HEK293 ssDAF-12/GRIP1 lit1-tk-luc reporter, luminescence; % of 3 µM dafachronic acid response; activation, % at 6.8 µM; 1% of 370,000 active; AID 652126;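 active means activation above the mean over all tested compounds plus 3 SD, cut at about 0.9% in these data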;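 further: 0% = DMSO-only wells and 100% = 3 µM delta7-dafachronic acid wells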
Starred values were filed as active, the others as inactive; i = inactive; / = no result given.

SMILES	ADAM10 inh	PG9 Ab binder	ADAM17 inh	hgDAF12 agonist	DAX1 inh-1	hcDAF-12 act	GAA850 FXN act	NPR1 activator	DAX1 inh-2	SMARCA2 activ	ssDAF-12 act
COCCCNC(=O)CN(CCc1ccccc1)S(=O)(=O)c1ccc(OC)cc1	1	1.0	3	-1.7	-0.1	-2.5	0.3	-6	0.8	-2	-1.5
O=C(N/C=C/n1cnc2cc(C(F)(F)F)ccc21)c1ccccc1	-3	-1.1	-4	-2.0	0.1	-0.1	0.3	0	1.3	-1	-2.1
S=C(NCc1ccccc1)Nc1ccc2ccccc2c1	1	-1.8	-2	6.4	1.2	4.4	3.2	7	1.1	2	0.6
CCCCCCn1c(CN2CCN(C(=O)OCC)CC2)nc2c1c(=O)n(C)c(=O)n2C	3	-0.5	6	-1.6	-0.5	-1.1	1.2	-1	-0.6	-3	-1.6
Cc1c(C(=O)O)oc2ccc(S(=O)(=O)NCCC3=CCCCC3)cc12	0	0.6	0	3.2	1.7	0.6	1.0	-2	-0.5	-4	-1.0
CCOc1ccc(-c2ccc(SCC(=O)Nc3nnc(C)s3)nn2)cc1	-10	-1.4	-7	13*	1.2	1.5	3.2	1	4.3*	2	-0.3
CCN(CCCNC(=O)C1c2ccccc2C(=O)N(CCOC)C1c1ccc(F)cc1)Cc1ccccc1 (centres undefined)	-3	-0.6	-5	2.0	-0.7	-2.0	-2.2	-14	0.3	0	-0.5
C/C(=N\Nc1ncc(Br)cn1)c1cccc([N+](=O)[O-])c1	-8	-2.7	-6	6.0	-0.1	-0.5	3.6	1	0.0	1	-0.8
O=C(C1=C[C@H](c2ccc3c(c2)OCO3)C[C@H](OCc2ccc(CO)cc2)O1)N1CCCCCCC1	4	-0.7	0	0.1	-0.2	-1.9	1.1	-4	-0.5	0	-1.2
O=C(CC[C@H]1O[C@@H](n2cnc3c(NC(=O)c4ccccc4)ncnc32)[C@H](O)[C@@H]1O)NCC(F)(F)F	-3	1.6	-8	3.9	/	-0.9	/	4	-0.3	0	-0.9
N#CCN(C(=O)COC(=O)CCCNC(=O)c1ccc(Cl)cc1)c1ccccc1	-6	0.7	-6	2.2	-0.7	-0.9	1.0	4	-1.1	-2	-1.1
CCOC(=O)C1CCN(Cc2cc(=O)oc3c(C)c(C)ccc23)CC1	1	-1.4	-2	-5.9	-2.4	-3.9	-1.2	1	-1.0	-5	-1.6
COc1ccccc1NC(=O)c1ccc([N+](=O)[O-])cc1[N+](=O)[O-]	-7	-0.5	-8	-1.5	-1.1	0.7	-0.4	-3	-1.2	1	-0.7
CCOc1ccccc1C1CC(c2ccccc2)Nc2nc(N)nn21 (centres undefined)	-448	-0.6	-141	3.7	-1.0	1.1	2.6	1	-0.2	-2	-0.7
COc1ccc(COC(=O)C2CCN(S(=O)(=O)c3ccc(OC)c(OC)c3)CC2)cc1	9	-2.5	9.7*	-0.5	-0.8	-0.9	2.4	10	0.5	-6	-1.9
Cc1ccc(C)c(N(CC(=O)N2CCc3ccccc3C2)S(C)(=O)=O)c1	2	-1.5	-2	-0.6	2.5	-0.8	0.5	0	-0.5	-3	-1.6
COc1ccccc1N1C(=O)C2C3C=CC(CC3)C2C1=O (centres undefined)	-7	1.8	-2	-0.9	0.0	-1.8	-0.5	0	-0.3	-3	-0.6
O=C(CSc1nnc2scc(-c3ccccc3)n12)N1CCCc2ccccc21	-3	-1.0	1	-0.7	0.2	-1.7	3.1	-3	-0.1	7	-1.6
COC(=O)COc1coc(CN2CCN(c3cccc(Cl)c3)CC2)cc1=O	4	-0.5	-1	0.8	1.6	2.2	-1.1	-1	0.2	-1	-0.5
CCCCNC(=S)NNC(=O)c1csc2c1CCC(C)C2 (centres undefined)	10	0.0	3	2.5	-0.3	-0.7	-1.4	-2	-0.4	-4	-1.0
CCOc1ccc(C(=O)N2CCC3(CC2)NCCc2[nH]cnc23)cc1	-18	-1.4	-2	-0.6	-0.7	0.7	3.1	-1	1.1	-1	-1.4
CC(=O)Nc1ccc(S(=O)(=O)NCC2CCCO2)cc1 (centres undefined)	7	-1.4	-3	0.0	5.1*	0.1	0.2	3	-0.5	4	-0.6
Nc1ccc(-c2nc3cc(N)ccc3o2)cc1	i	3.7	-274	11*	0.8	4.2	4.4	18	2.2	5	-0.7
CCC(c1nnnn1-c1ccc2c(c1)OCCO2)N1CCN(Cc2c(F)cccc2Cl)CC1 (centres undefined)	2	1.0	-1	-1.6	/	-0.9	/	-7	-0.6	-4	-1.7
CCOC(=O)c1c(-c2ccccc2)c2cc(OC)ccc2n1CCCN(C)C	-223	-1.9	-85	-0.3	0.5	-0.5	1.7	-35	-0.1	-1	-0.7
SMILES	ADAM10 inh	PG9 Ab binder	ADAM17 inh	hgDAF12 agonist	DAX1 inh-1	hcDAF-12 act	GAA850 FXN act	NPR1 activator	DAX1 inh-2	SMARCA2 activ	ssDAF-12 act
O=C(c1ccc(NS(=O)(=O)c2cccs2)cc1)N1CCCCC1	-2	3.8	-6	-3.3	-0.2	-2.4	0.1	5	-0.1	-2	-0.8
O=C(COC(=O)c1nsc(Cl)c1Cl)NC1CCCCC1	5	-2.8	-3	1.0	-0.7	1.5	0.6	-2	0.7	-1	-0.5
C/C(=N\NC(=O)c1cc(Br)ccc1O)c1cccs1	-40	-1.7	-11	6.9	1.8	3.0	5.1	2	2.3	3	-1.0
N#Cc1ccc(CCc2ccccc2)[nH]c1=O	-311	0.7	-88	-1.0	-0.2	-1.9	-1.8	4	-0.9	-2	-1.4
CN(C)CCNC(=O)c1cc2sc3ccccc3c2s1	-42	1.4	-15	6.3	1.3	3.1	1.8	11	1.5	6	0.6
Cc1cccc(NC(=O)CN2C(=O)NC3(CCCC3)C2=O)n1	-9	0.7	-7	-1.3	1.5	1.3	1.1	2	1.5	0	-0.8
Cc1ccn2c(/C=N/OCc3cccc(F)c3)c(-c3ccc(Cl)cc3)nc2c1	-4	2.2	-1	0.6	0.7	0.7	3.2	0	-0.1	-2	-0.8
Oc1c(Br)cc(C2N=C(c3ccccc3Cl)NO2)cc1Br (centres undefined)	2	-0.5	1	0.5	0.2	-0.9	0.4	1	0.7	-2	-0.5
CCCCN(C)CCNC(=O)c1cc2cc3ccc(OC)cc3nc2o1	i	0.1	i	0.9	0.6	0.3	1.6	4	0.6	2	0.3
O=C(O)C[C@H]1c2cc(C(F)(F)F)ccc2S(=O)(=O)N1C1CCN(Cc2ccccc2)CC1	-3	0.0	1	-0.8	0.1	-2.3	-0.1	0	0.3	2	-0.8
COc1cc(C2Nn3c(nnc3-c3ccccc3OC)S2)ccc1O (centres undefined)	-2	-0.1	1	-1.0	0.2	-0.8	-1.4	2	0.2	0	-1.1
COc1ccccc1C(=O)NCCC(=O)N(C)Cc1cccnc1	2	1.6	1	-0.4	0.2	0.0	0.3	2	0.7	0	-0.9
COc1cc2c(CCNC(C)=O)c[nH]c2cc1O	-39	-15	-12	3.5	-0.3	-0.6	0.4	-14	0.1	4	-0.9
Cc1cccc(C)c1OCC(=O)Nc1ccc(S(=O)(=O)Nc2ccccn2)cc1	-17	-1.6	-8	0.3	-0.9	-3.4	2.0	-1	0.5	2	-1.5
COc1ccccc1NC(=O)COC(=O)CNC(=O)c1ccc(OC)c(OC)c1	7	-0.3	2	1.1	1.7	-0.2	1.2	-2	-0.2	2	-1.4
O=C(Nc1ccccc1N1CCCC1)c1cc(S(=O)(=O)N2CCOCC2)ccc1Cl	-4	-1.9	-6	-1.8	-1.2	-0.1	1.7	-3	-0.7	-3	-1.1
CSc1ccccc1C(=O)Nc1nccs1	-6	2.0	-4	1.3	-0.1	3.5	-1.3	-1	-0.5	-5	-0.5
CC(C)c1nnc(NC(=O)C2CCN(c3cnccn3)CC2)s1	-49	-3.4	-12	-3.6	-0.6	-1.3	0.2	-5	0.2	-4	-0.8
CCN1CCCC1CNC(=O)Cn1cccc1C(=O)c1ccccc1C (centres undefined)	-1	-1.5	2	-0.6	0.2	-2.2	0.3	-2	0.3	0	-1.3
CSc1ccc(CCNC(=O)C2CCCN(c3nn4c(=O)cc(C)nc4s3)C2)cc1 (centres undefined)	0	0.6	-5	-2.3	-2.1	-2.1	-0.1	-1	-0.3	-2	-1.1
O=C(CN1C(=O)NC2(CCCC2)C1=O)N1CCCSC1=Nc1ccccc1	-7	0.3	-5	1.1	-0.1	-0.5	-2.1	2	1.3	-1	-0.5
Cc1noc(C)c1COc1ccc(C(=O)NCC2CCCO2)cc1 (centres undefined)	-8	0.8	-6	-0.1	1.5	-0.8	2.2	-3	0.2	0	-1.1
Cc1cc(C)c(CN2CCN(CCCn3cnc(C(=O)Nc4ccc(C)c(C)c4)n3)CC2)c(C)c1	9	-1.4	-2	5.4	-0.9	-1.6	0.2	-15	1.0	-3	-1.2
CCOC(=O)c1c(C)c(C(=O)Nc2ccc3c(c2)OCO3)c(C)n1C	5	-2.9	1	2.6	0.4	0.4	0.1	0	-0.3	4	-1.2
Clc1ccc(Nc2ncn[nH]2)c(Cl)c1	6	-3.0	3	2.6	-0.5	-1.2	3.4	-4	0.0	1	-0.2
COc1ccc(CC(=O)NCc2cccs2)cc1	-1	2.1	-1	3.2	-0.5	-1.1	-2.0	1	-0.4	4	-1.4
COc1c(F)c(F)cc2c(=O)c(C(=O)O)cn(C3CC3)c12	-4	-1.8	-7	0.7	0.1	-1.5	1.0	-1	0.0	-2	-1.1
COc1ccc(C[C@H]2CN3C(=NC[C@H]3C)N2CCNC(=O)c2ccc(C)c(Br)c2)cc1	10	1.9	0	2.9	-0.8	-1.5	-0.8	-7	0.2	0	-1.4
Cc1ccc(-n2c(SCc3ccc([N+](=O)[O-])cc3)nc3ccccc3c2=O)cc1	4	-0.1	-4	1.4	1.4	-0.8	-5.7	6	0.6	2	-1.2
CC(C)n1nc(C(=O)Nc2cccc(S(=O)(=O)NCc3ccco3)c2)c2ccccc2c1=O	3	0.5	2	-4.7	1.8	-2.0	3.9	5	-1.5	-3	-2.1
